aSyn 5UTR inh: MLPCN primary screen, SNCA 5' untranslated region; alpha-synuclein 5'UTR reporter, inhibitor activity; inhibition, % (tested at 7.5 µM); hit rate 0.82% among 300,000; AID 1813; in the data active = inhibition above about 60%;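 also: H4 neuroglioblastoma cells stably carrying SNCA 5'UTR luciferase fusion; 0% = DMSO wells and 100% = positive control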
AI-2 QS mod: Vibrio harveyi AI-2 quorum sensing modulation | Vibrio harveyi JMH597 AI-2 luminescence/OD600 ratio, 9 h; active compounds read low; strain lacks LuxN and CqsS sensors; 0 = neutral-control median | activity change, % at 7.5 µM | hit rate 0.4% among 300,000; in the data active = activity change below about -75%, passing the limit was not always enough;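 also: luminescence divided by OD600 gain over 9 h not by final OD600 alone; inactives centre near 13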
KLF5 inhibitor: kruppel-like factor 5 inhibition; DLD-1 KLF5 promoter-luciferase reporter, luminescence; inhibition, % at 5 µM; hit rate 0.23% among 290,000;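 active = inhibition above a per-plate limit of that plate's mean compound inhibition plus 3 SD, cut at about 60% in these data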;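 also: 0% = DMSO wells and 100% = LY294002 at 200 µM; higher means less KLF5 promoter-driven luciferase light; inactives centre near -14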
GSK3A inh: inhibitors of human GSK-3 alpha kinase | P49840 | ADP-Glo luminescence, 60 min | inhibition, % at 10 µM | hit rate 0.1% among 320,000;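 in the data active = inhibition above about 50%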;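 also: GST-tagged GSK-3 alpha with peptide substrate and 25 µM ATP; 0% = DMSO neutral wells and 100% = GW8510 positive control wells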
Target sequence (P49840 whole entry, looked up): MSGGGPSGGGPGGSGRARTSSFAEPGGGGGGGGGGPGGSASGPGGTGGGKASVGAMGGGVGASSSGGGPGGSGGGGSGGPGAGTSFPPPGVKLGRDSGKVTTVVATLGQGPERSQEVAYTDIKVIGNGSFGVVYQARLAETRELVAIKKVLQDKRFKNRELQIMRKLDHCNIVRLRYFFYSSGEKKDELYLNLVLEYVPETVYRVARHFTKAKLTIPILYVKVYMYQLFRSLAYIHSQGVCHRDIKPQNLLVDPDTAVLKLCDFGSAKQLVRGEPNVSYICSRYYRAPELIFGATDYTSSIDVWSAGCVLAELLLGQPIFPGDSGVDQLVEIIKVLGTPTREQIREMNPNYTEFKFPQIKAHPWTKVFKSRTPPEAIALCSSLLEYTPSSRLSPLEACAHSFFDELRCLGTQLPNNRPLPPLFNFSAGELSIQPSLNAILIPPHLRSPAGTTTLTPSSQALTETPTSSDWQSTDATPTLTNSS
HSF1 activator: increases HSF-1 driven luciferase reporter signal | NIH3T3-HGL HSF-1 luciferase reporter, MG132, 8 h; 100% = twice DMSO control signal | activation, % at 9 µM | hit rate 1.7% among 300,000;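 active = mean replicate activation of at least 50% with a set share of replicates each reaching 50%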;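 also: 0% = median of the neutral control wells and 100% = twice that signal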
HIF activator: HIF pathway transcriptional activation | U2OS HRE-luciferase reporter, luminescence; normalized: DMSO 0%, desferrioxamine 100% | activation, % at 7.5 µM (by protocol) | hit rate 0.32% among 300,000;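 active = mean activation of at least 10% of the iron chelator positive control signal, with at least half of replicates also reaching 10%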
IEC-6 cytotox: counter-screen for KLF5 inhibitors: cytotoxicity in IEC-6 cells | inhibition, % at 5 µM | IEC-6 cytotoxicity, luminescence viability | hit rate 0.78% among 290,000; in the data active = inhibition above about 22%;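 also: 0% = plate median of test compound wells and 100% = cytotoxic reference compound wells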
GSK3B inh: blocks human GSK3beta kinase activity | hit rate 0.038% among 300,000 | GST-GSK3beta kinase, ADP-Glo luminescence, 60 min; active compounds read low | P49841 | activity score (negative = inhibition), % at 10 µM;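 active = more than half of replicate wells score below -50%, meaning over 50% inhibition versus plate controls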;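 also: 0% = median DMSO wells and -100% = median GW8510 positive control wells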
Target sequence (P49841 whole entry, looked up): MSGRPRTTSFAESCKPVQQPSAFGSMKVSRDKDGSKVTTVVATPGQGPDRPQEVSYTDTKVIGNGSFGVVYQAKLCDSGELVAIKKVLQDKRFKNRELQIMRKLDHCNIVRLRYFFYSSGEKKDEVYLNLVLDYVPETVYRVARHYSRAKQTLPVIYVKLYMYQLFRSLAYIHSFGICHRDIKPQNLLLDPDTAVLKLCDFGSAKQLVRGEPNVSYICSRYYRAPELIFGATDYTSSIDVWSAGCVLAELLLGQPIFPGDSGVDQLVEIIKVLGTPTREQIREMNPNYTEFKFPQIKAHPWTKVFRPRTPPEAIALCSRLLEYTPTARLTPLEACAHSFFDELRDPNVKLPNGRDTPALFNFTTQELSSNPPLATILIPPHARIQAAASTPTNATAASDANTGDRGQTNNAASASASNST
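Assay system: GST-tagged human GSK3beta kinase, cell-free; Input: 1.6 ng GSK3beta; Medium: Tris/MgCl2 kinase buffer; Timing: 60 min enzyme reaction, room temperature; Signal: ADP-Glo luminescence quantifying ADP generated by kinase; Evaluation: score relative to plate controls; Benchmarks: DMSO neutral wells and GW8510 at 20 µM as positive.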
HSF1 inhib: HSF1 inhibition. NIH3T3-HGL HSE-luciferase, MG132-induced, luminescence 8 h; active compounds read low. activity change, negative = inhibition, % at 7.5 µM (by protocol). hit rate 0.77% among 300,000. AID 2098;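 active = more than half of replicate wells show activity change below -50%, luminescence cut by over half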;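 also: luciferase reports HSF-1 transcriptional activity via heat shock element; 0% = median of DMSO wells and -100% = zero luminescence signal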
HSP90 inh: blocks HSP90-mediated luciferase refolding in reticulocyte lysate; hit rate 0.91% among 290,000; inhibition, % at 5.6 µM; Rabbit reticulocyte lysate, luciferase refolding luminescence, 3 h;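 active = inhibition above the screen-wide mean plus 3 SD, computed separately per campaign, cut at about 16% in these data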;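 also: 0% = DMSO wells and 100% = 60 µM geldanamycin wells; inhibitors lower the luminescence because luciferase stays unfolded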
* marks the source's active call; other numbers are inactive results; x = not tested or not shown.

Start of the data: the first three records (preview)
SMILES | aSyn 5UTR inh | AI-2 QS mod | KLF5 inhibitor | GSK3A inh | HSF1 activator | HIF activator | IEC-6 cytotox | GSK3B inh | HSF1 inhib | HSP90 inh
NC(=O)c1ccsc1NC(=O)c1ccc(S(=O)(=O)N2CCCCC2)cc1 | -96 | 28 | -74 | 0 | 17 | 2.3 | 3 | 2 | 8 | -4
CCn1c(=O)cc(OCC(=O)Nc2nc(C)cs2)c2ccccc21 | -39 | 2 | 9 | -4 | 9 | -0.1 | 4 | 2 | 3 | 1
O=C(Cn1c2c(sc1=O)C1c3ccccc3OCC1CS2)Nc1ccc(Cl)cc1 (stereo not drawn) | 7 | 14 | -12 | 1 | 16 | 0.1 | 3 | 5 | 4 | 0

Main list (from the top)
SMILES | aSyn 5UTR inh | AI-2 QS mod | KLF5 inhibitor | GSK3A inh | HSF1 activator | HIF activator | IEC-6 cytotox | GSK3B inh | HSF1 inhib | HSP90 inh
NC(=O)c1ccsc1NC(=O)c1ccc(S(=O)(=O)N2CCCCC2)cc1 | -96 | 28 | -74 | 0 | 17 | 2.3 | 3 | 2 | 8 | -4
CCn1c(=O)cc(OCC(=O)Nc2nc(C)cs2)c2ccccc21 | -39 | 2 | 9 | -4 | 9 | -0.1 | 4 | 2 | 3 | 1
O=C(Cn1c2c(sc1=O)C1c3ccccc3OCC1CS2)Nc1ccc(Cl)cc1 (stereo not drawn) | 7 | 14 | -12 | 1 | 16 | 0.1 | 3 | 5 | 4 | 0
CC(C)C[C@@H]1NC(=O)[C@H](Cc2ccccc2)N(C)C(=O)[C@H](C)NC(=O)c2ccccc2NC(=O)[C@H](Cc2ccc(O)cc2)N(C)C1=O | 26 | -5 | x | 2 | -43 | -0.9 | x | 5 | -42 | x
O=C(O)CCCCCN1C(=O)c2ccc(C(=O)O)cc2C1=O | 4 | 25 | 16 | 5 | 0 | -0.2 | 2 | -5 | -7 | -1
CC(=O)c1ccc(C(=O)NC2CCCN(Cc3ccccc3F)C2)cc1 (stereo not drawn) | 9 | 8 | -9 | 1 | -10 | -14 | 5 | 2 | -1 | -5
O=C(Nc1cc(Br)c(O)c(Br)c1)c1cccc(NC(=O)c2ccco2)c1 | 0 | 56 | -32 | 0 | -4 | -0.7 | -4 | -2 | -4 | -1
COc1cc(NC(=O)CCc2ccccc2)c(C(=O)O)cc1OC | -33 | 31 | -14 | -5 | 1 | 0.2 | -1 | 0 | 4 | 0
COc1ccc(Cn2c(CCC(=O)NCCC(C)C)nc3ncccc3c2=O)cc1 | 17 | 5 | -18 | -4 | 30 | -1.4 | -1 | -3 | -1 | 2
O=C(CCCC(=O)N(c1ccc2c(c1)OCCO2)C(C(=O)NC1CCCCC1)c1ccc(F)cc1)Nc1ccccn1 (stereo not drawn) | 36 | 16 | 0 | 0 | 5 | x | 0 | 3 | -1 | 1
Cc1nn(-c2ccccc2)c(Cl)c1/C=C(\C#N)C(=O)NC(C)C | -37 | 13 | -3 | -2 | 6 | 0.0 | -2 | -1 | 1 | -3
O=C(NN=C1CCN(Cc2ccccc2)CC1)C(O)c1ccccc1 (stereo not drawn) | -11 | 29 | -23 | -1 | -6 | -0.4 | 8 | -2 | -11 | -2
N=C1C(c2ccc(Br)cc2)=C(O)C2CCc3ccccc3N12 (stereo not drawn) | x | x | -27 | -3 | x | x | 8 | x | x | 4
COC(=O)c1ccccc1NC(=O)Nc1ccc(Br)cn1 | -16 | 10 | -4 | 0 | 13 | 0.9 | 4 | 2 | 6 | 0
COC(=O)c1[nH]c(C)c(/C(O)=C2\C(=O)C(=O)N(CCCN3CCOCC3)C2c2ccccn2)c1C (stereo not drawn) | 7 | 26 | -5 | 0 | -4 | -1.0 | -8 | 0 | -5 | -6
CS(=O)(=O)N(CC(=O)Nc1ccc2c(c1)OCO2)Cc1ccccc1 | -22 | 24 | -20 | 1 | -1 | 0.3 | -4 | -3 | 7 | 4
COc1ccc(C2=Nc3nc(-c4ccccc4)cn3C(c3ccc(OC)cc3)C2)cc1 (stereo not drawn) | -1 | 28 | 36 | x | -15 | 0.4 | -2 | -2 | -9 | 6
Cc1cccc(C)c1NC(=S)N(CCN(C)C)C(C)c1cccnc1 (stereo not drawn) | 9 | 2 | -2 | -2 | -13 | -0.9 | -4 | 1 | -4 | -1
N=c1c(-c2nc3ccccc3[nH]2)cc(C(=O)c2cccs2)nn1-c1ccc(Cl)cc1 | -44 | 18 | -25 | 0 | 8 | -2.7 | 0 | -2 | 10 | -3
Cc1ccc(C)c(N2CCN(C(=O)CCCCCn3c(=S)[nH]c4ccc(N5CCOCC5)cc4c3=O)CC2)c1 | 10 | 33 | -9 | -1 | -76 | -0.4 | 1 | -2 | -73* | 3
CCOc1ccc(C2N(c3cc(Cl)ccc3OC)C(=O)C3CCCN32)cc1OC (stereo not drawn) | 6 | 9 | -2 | x | -8 | -0.4 | -11 | 1 | -4 | -3
O=C(NCc1cccnc1)c1cc(S(=O)(=O)N2CCCCC2)ccc1Cl | -17 | 24 | -33 | 1 | -5 | 0.1 | 0 | 0 | 2 | -1
CCOc1ccc(OCCC(=O)OCC(=O)N2CCN(S(=O)(=O)c3ccc(Cl)cc3)CC2)cc1 | -8 | 32 | -5 | 5 | 87* | 0.2 | 2 | 0 | 62 | 5
CC(=O)C1=C(C)NC(=O)CC1c1ccccc1Cl (stereo not drawn) | 10 | -1 | -7 | -1 | -16 | -0.2 | 1 | 1 | -6 | -1
CC(=O)N1N=C(c2ccco2)CC1c1ccc(Br)cc1 (stereo not drawn) | -22 | 10 | 24 | 1 | 2 | 0.4 | -9 | 1 | 3 | 1
Cc1ccc(NC(=O)c2ccc(OCC3CCCO3)cc2)nc1 (stereo not drawn) | -36 | 18 | x | -5 | 34 | 1.7 | x | 3 | 24 | x
O=C(c1cc2c(s1)CCCC2)N1CCN(Cc2ccc3c(c2)OCO3)CC1 | 2 | -4 | -18 | -3 | 15 | -0.1 | 4 | -4 | -4 | -2
O=C(O)c1ccc(N/N=C/c2ccc(-c3ccc(Cl)cc3Cl)o2)cc1 | -62 | -90* | 16 | 1 | 16 | 0.8 | 11 | -1 | 7 | 56*
C(=N\Nc1nc2ccccc2[nH]1)/c1ccc2ncccc2c1 | 95* | 6 | 62* | -1 | 41 | -2.9 | 95* | 1 | 15 | 4
OCCOc1ccc(CN2CCCC(N3CCN(c4ccc(F)cc4)CC3)C2)cc1 (stereo not drawn) | 2 | 9 | -7 | 1 | 16 | -0.7 | -4 | -3 | -1 | -1
CCC(OC(=O)c1cccs1)C(=O)NCc1ccc2c(c1)OCO2 (stereo not drawn) | -18 | 36 | 8 | x | -3 | -0.2 | 1 | 3 | -8 | -1
COc1ccc2[nH]cc(CCN3C(=O)CCC3=O)c2c1 | -6 | 11 | 4 | 2 | 1 | -0.3 | -2 | 1 | 6 | 0
CCOc1ccccc1C(=O)NC(C)CCc1ccccc1 (stereo not drawn) | 18 | 22 | x | -2 | -1 | -0.3 | x | 1 | -1 | x
CCSc1nnc(NC(=O)[C@@H](NC(=O)c2cccc(C)c2)C(C)C)s1 | -5 | 24 | -3 | x | 3 | -0.3 | -9 | -2 | 4 | 1
CN(C)C(=O)CSc1nc(-c2cccs2)c(-c2cccs2)[nH]1 | 7 | x | 1 | 0 | 4 | 0.1 | 2 | x | -11 | -2
O=C(Nc1ccc(Cl)c(NC(=O)c2cccs2)c1)c1ccco1 | -20 | 6 | -30 | 0 | 1 | 0.8 | 4 | 2 | -11 | 3
COc1ccc(NC(=O)Nc2cccc(C(=O)N3CCOCC3)c2)cc1OC | x | x | -27 | -3 | x | x | -3 | x | x | 1
O=C(Oc1c(-c2ccccc2)c(=O)n2c3c(cccc13)CC2)c1ccc(Cl)cc1 | -3 | 4 | -3 | 0 | -41 | 1.5 | 5 | -1 | -33 | 5
COc1ccccc1OCC(=O)Nc1ccccn1 | 9 | 0 | -57 | 0 | 30 | 0.4 | 6 | -7 | 19 | 70*
COC(=O)COc1ccc(S(=O)(=O)Nc2ccc3c(c2)OCO3)cc1Cl | 24 | 16 | -23 | 0 | -4 | -0.2 | 6 | 1 | -1 | 1
Cc1ccc(S(=O)(=O)NNc2nc3ccccc3nc2C(F)(F)F)cc1 | 18 | 0 | -4 | -2 | -9 | -0.9 | -2 | 1 | -12 | 0
CCCCC(=O)NC(c1ccc(C(C)C)cc1)c1ccc2cccnc2c1O (stereo not drawn) | 112* | 26 | 69* | -5 | -43 | 103* | 16 | -2 | -36 | 4
CCOC(=O)C1C2C=CC3(CN(c4ccc(Cl)c(F)c4)C(=O)C13)O2 (stereo not drawn) | 2 | 20 | 8 | -2 | 18 | -0.4 | -5 | -1 | 2 | 3
CCOC(=O)/C(C#N)=C/c1c(N2CCN(c3ccccc3)CC2)nc2c(C)cccn2c1=O | -8 | 26 | 9 | 0 | -5 | -0.1 | -1 | 0 | -1 | 3
O=C1CC(N2CCC(c3nc4ccccc4s3)CC2)C(=O)N1 (stereo not drawn) | 15 | 0 | -37 | 0 | 7 | 0.5 | 0 | -30 | -7 | 7
CCC1CCCCN1C(=O)CSc1nnc(-c2c[nH]c3ccccc23)o1 (stereo not drawn) | -11 | -3 | -39 | -4 | 6 | 0.7 | -1 | -2 | 6 | 0

Record cards, as listed above:
COc1ccc(NC(=O)Nc2cccc(C(=O)N3CCOCC3)c2)cc1OC is entered as aSyn 5UTR inh = x; AI-2 QS mod = x; KLF5 inhibitor = -27; GSK3A inh = -3; HSF1 activator = x; HIF activator = x; IEC-6 cytotox = -3; GSK3B inh = x; HSF1 inhib = x; HSP90 inh = 1
O=C1CC(N2CCC(c3nc4ccccc4s3)CC2)C(=O)N1 (stereo not drawn) is entered as aSyn 5UTR inh = 15; AI-2 QS mod = 0; KLF5 inhibitor = -37; GSK3A inh = 0; HSF1 activator = 7; HIF activator = 0.5; IEC-6 cytotox = 0; GSK3B inh = -30; HSF1 inhib = -7; HSP90 inh = 7

Screens (PubChem)
